M5 PAM = potentiates acetylcholine response at human M5 receptor; P08912; CHO-K1 hM5, Fluo-8 calcium, ACh EC20 PAM; 0% = ACh EC20, 100% = ACh EC100; activation, % at 3 µM; 360,000 compounds, 0.3% hits; AID 624038;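 active = activation above the run cutoff, the mean activation of all test compounds plus 3 SD, cut at about 18% in these data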
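System – CHO-K1 hM5 cells · Compound – 3 µM, single dose · Incubation – compound preincubation 140 s before EC20 acetylcholine addition · Technique – Fluo-8 calcium fluorescence · Measure – Max/basal fluorescence ratio as % of EC20–EC100 ACh window · Benchmarks – low control EC20 acetylcholine (0%), high control EC100 acetylcholine (100%) · Replication – singlicate, one well per test compound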
M4 PAM = CHRM4 positive allosteric modulation; P08173; CHO-K1 hM4/Gqi5, Fluo-8 calcium fluorescence, ACh EC20; 0% = ACh EC20, 100% = maximal ACh; activation, % at 3 µM; 360,000 compounds, 0.4% hits;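 active = activation above its plate's cutoff, the mean activation of sample wells plus 3 SD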; note: some results filed as inactive read as strong as hits
Target sequence (P08173 whole entry, looked up): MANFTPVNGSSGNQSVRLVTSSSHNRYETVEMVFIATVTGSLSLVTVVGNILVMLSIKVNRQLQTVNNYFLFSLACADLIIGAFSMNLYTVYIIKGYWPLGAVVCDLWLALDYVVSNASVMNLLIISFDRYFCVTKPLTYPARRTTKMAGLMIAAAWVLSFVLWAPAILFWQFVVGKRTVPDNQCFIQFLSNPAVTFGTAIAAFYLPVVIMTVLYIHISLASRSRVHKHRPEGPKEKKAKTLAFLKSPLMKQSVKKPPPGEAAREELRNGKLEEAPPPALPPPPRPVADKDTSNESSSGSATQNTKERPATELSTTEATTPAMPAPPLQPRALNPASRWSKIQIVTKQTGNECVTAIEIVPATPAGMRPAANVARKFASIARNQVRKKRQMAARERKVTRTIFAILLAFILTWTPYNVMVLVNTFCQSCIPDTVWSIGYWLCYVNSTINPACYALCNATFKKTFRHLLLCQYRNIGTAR
CHRM4 antagonist = antagonists of human muscarinic M4 receptor (CHRM4) | P08173 | CHO-hM4 cells, ACh EC80, Fluo-8 calcium fluorescence | inhibition, % at 3 µM | 360,000 compounds, 0.73% hits | AID 624125;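 active = inhibition above its plate's cutoff, the mean inhibition of sample wells plus 3 SD, cut at about 27% in these data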;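 note: 0% = acetylcholine EC80 with DMSO and 100% = DMSO without agonist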
CRFR2-BP ag = CRF-BP/CRF-R2 complex agonism | activation, % at 13.2 µM | 350,000 compounds, 0.46% hits | AID 588473 | HEK293 CRF-R2/CRF-BP, calcium dye fluorescence (FLIPR); percent of saturating CRF peptide response;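 active = activation of at least 50%, plus an integration ratio under a set limit after plate pattern correction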;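 note: plate controls were neutral control wells without compound for no effect and CRF at EC100 for full effect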
CHRM5 agonist = agonists of human muscarinic M5 receptor (CHRM5); AID 624037; CHO-K1 hM5 cells, Fluo-8 calcium fluorescence; 0% DMSO wells, 100% maximal acetylcholine response; P08912; activation, % at 3 µM; 360,000 compounds, 0.19% hits;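 active = activation above the run's mean over test compounds plus 3 SD, cut at about 23% in these data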;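 note: signal is peak over basal fluorescence ratio across the kinetic read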
CHRM5 antagonist = blocks acetylcholine activation of human M5 receptor. CHO-hM5 cells, Fluo-8 calcium fluorescence, ACh EC80. inhibition, % at 3 µM. 360,000 compounds, 0.59% hits. AID 624040. P08912;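 active = inhibition above a per-plate cutoff, the mean of that plate's test compounds plus 3 SD, cut at about 27% in these data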;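 note: 0% = acetylcholine EC80 with DMSO and 100% = DMSO without agonist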
CHRM4 agonist = CHRM4 agonism in calcium assay. CHO-K1 hM4/Gqi5, Fluo-8 calcium fluorescence; vehicle 0%, full acetylcholine response 100%. 360,000 compounds, 0.14% hits. activation, % at 3 µM. P08173;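 active = activation above the run mean over all test wells plus 3 SD, cut at about 32% in these data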;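 note: peak over basal fluorescence ratio per well then scaled between controls; 0% = DMSO wells and 100% = acetylcholine at EC100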
CHRM1 antagonist = antagonists of human M1 muscarinic receptor; CHO-K1 hM1, Fluo-8 calcium fluorescence, ACh EC80 antagonist; inhibition, % at 3 µM; 360,000 compounds, 1.3% hits; AID 588852;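 active = percent inhibition above its own plate's cutoff, namely the mean of that plate's compound wells plus 3 SD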;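 note: peak over basal fluorescence ratio during 140 s after agonist addition; 0% = ACh EC80 plus DMSO and 100% = DMSO alone without agonist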
CHRM1 PAM = human CHRM1 positive allosteric modulation; CHO-K1 hM1, Fluo-8 calcium fluorescence, ACh EC20; 0% = ACh EC20, 100% = maximal ACh; P11229; 360,000 compounds, 0.088% hits; AID 588819; activation, % at 3 µM; in the data active = activation above about 19%, passing the limit was not always enough
* = called active by the depositor; . = no result given.

SMILES,CHRM4 agonist,CHRM5 antagonist,M5 PAM,CHRM4 antagonist,CHRM1 antagonist,CHRM1 PAM,CHRM5 agonist,CRFR2-BP ag,M4 PAM
COc1ccc(NC(=O)CN(C)C(=O)c2ccccc2OC)cc1,0,3,-1,10,-11,10,-1,0.6,-5
Cc1nc2c(-c3ccc(Cl)cc3)cnn2c(N)c1-c1ccc(F)cc1,11,7,-4,7,5,-1,0,0.5,-6
O=C(C(Cc1ccccc1)n1cccc1)N1CCCCC1 (centres undefined),1,-3,0,-10,-9,8,0,-7.5,10
Cc1cc(C)cc(N(C(C)C(=O)N2CCCCC2)S(C)(=O)=O)c1 (centres undefined),0,2,-1,-3,-3,5,0,-0.3,5
NC1=NC2(CCCCC2)N=C(Nc2ccc(Br)cc2)N1,1,4,2,1,0,-5,-9,-1.3,-6
CCc1nc2ccc(C(=O)Nc3cccc(NS(C)(=O)=O)c3)cn2c1N(C)C(=O)Cc1ccccc1,1,20,-3,4,14,-6,-2,.,-4
Cc1ccc(Sc2nc([N+](=O)[O-])nn2C)cc1,1,0,-4,-8,-4,5,-4,2.5,-3
CC1C(C)C(O)(c2ccccc2)CCN1C (centres undefined),1,-6,-9,-5,5,3,-13,-3.3,3
CCOC(=O)c1c(C)[nH]c(C)c1S(=O)(=O)N1CCC(c2ccccc2)C1 (centres undefined),3,-17,6,4,-4,5,-2,-0.4,1
COc1cc(-c2cc(NC=O)c3ncc(-c4ccc(C(C)=O)cc4)n3c2)ccc1O,10,13,-9,-7,5,-8,0,.,-1
COc1cc(OC)cc(C(=O)N2CCCC(Nc3ccc(F)cc3)C2)c1 (centres undefined),1,6,-2,-9,-20,13,-4,-0.7,11
O=C(NCC(F)(F)F)[C@H]1O[C@@H](n2ccc(=O)[nH]c2=O)[C@H](O)[C@@H]1O,1,-6,2,-2,-1,4,4,.,-4
CS(=O)(=O)N(CC(=O)Nc1ccc(F)cc1)C1CCCCC1,1,11,0,-9,-14,8,-2,-0.1,1
COc1ccc(C2=CC(=O)CCC2)cc1,-1,-1,3,-5,11,-6,0,-2.8,4
COc1ccccc1NS(=O)(=O)c1ccc(C(N)=O)cc1,0,7,-6,2,-1,3,-3,-0.3,-1
CC(=NO)C1CCC2C3CCC4=CC(=NO)CCC4(C)C3C(=O)CC12C (centres undefined),4,9,2,-11,-12,-4,7,-2.0,5
C#CCCC(=O)c1ccccc1/C=[N+](\[O-])c1ccccc1,0,18,-3,14,17,-11,-6,-2.1,-4
CC(c1nnnn1C1CCCCC1)N(Cc1ccccc1)Cc1cccnc1 (centres undefined),0,-2,-3,-2,-15,9,-3,-0.3,-5
COCCN(C(=O)/C=C/c1ccccc1)c1c(N)n(Cc2ccccc2)c(=O)[nH]c1=O,2,-3,0,-21,2,2,-7,1.1,9
CCCNC(=O)CSC1=N/C(=C/c2ccc(F)cc2)C(=O)N1CC,-1,3,-4,9,1,3,-3,-0.8,5

Full records, quoted from the list:
CCc1nc2ccc(C(=O)Nc3cccc(NS(C)(=O)=O)c3)cn2c1N(C)C(=O)Cc1ccccc1 is listed as CHRM4 agonist = 1; CHRM5 antagonist = 20; M5 PAM = -3; CHRM4 antagonist = 4; CHRM1 antagonist = 14; CHRM1 PAM = -6; CHRM5 agonist = -2; CRFR2-BP ag = .; M4 PAM = -4
CC(c1nnnn1C1CCCCC1)N(Cc1ccccc1)Cc1cccnc1 (centres undefined) is listed as CHRM4 agonist = 0; CHRM5 antagonist = -2; M5 PAM = -3; CHRM4 antagonist = -2; CHRM1 antagonist = -15; CHRM1 PAM = 9; CHRM5 agonist = -3; CRFR2-BP ag = -0.3; M4 PAM = -5
O=C(NCC(F)(F)F)[C@H]1O[C@@H](n2ccc(=O)[nH]c2=O)[C@H](O)[C@@H]1O is listed as CHRM4 agonist = 1; CHRM5 antagonist = -6; M5 PAM = 2; CHRM4 antagonist = -2; CHRM1 antagonist = -1; CHRM1 PAM = 4; CHRM5 agonist = 4; CRFR2-BP ag = .; M4 PAM = -4

(listing goes on)
SMILES,CHRM4 agonist,CHRM5 antagonist,M5 PAM,CHRM4 antagonist,CHRM1 antagonist,CHRM1 PAM,CHRM5 agonist,CRFR2-BP ag,M4 PAM
O=C(COC(=O)c1cccc(O)c1)Nc1nnc(-c2ccccc2)o1,1,0,4,-9,-9,4,3,-2.3,8
CCSc1nnc(NC(NC(=O)c2ccco2)(C(F)(F)F)C(F)(F)F)s1,0,0,4,12,-9,10,-3,-2.0,7
c1ccc(C(c2ccccc2)c2noc(CN3CCC(c4ccncc4)CC3)n2)cc1,-1,12,2,-9,13,-6,-5,-4.3,1
COc1ccc(C(=O)N2CCCCC2c2cc(C(=O)NCc3ccccc3)no2)cc1 (centres undefined),1,12,0,4,3,-3,-3,.,-1
CCn1c(=NC(=O)c2ccc(S(=O)(=O)N3CCOCC3)cc2)sc2cccc(OC)c21,0,0,-7,2,-7,6,-6,-0.3,1
CCOC(=O)C1CCN(Cc2ccc3ccccc3c2)CC1,1,6,0,0,-1,3,-15,0.6,-8
COC(=O)c1ccccc1OC(=O)c1cc[n+]([O-])cc1,1,-4,2,12,8,3,-2,0.9,-1
Oc1c(Cl)cc(Cl)cc1CNc1nc2ccccc2[nH]1,10,37*,-20,18,20,-9,0,0.8,-11
CCOc1cc(/C=N/NC(=O)c2cccnc2)ccc1OCC(=O)N1CCOCC1,2,-2,-2,2,-1,8,0,1.5,11
O=C(N/N=C/C1CC=CCC1)c1ccc(Cl)cc1O (centres undefined),9,-3,0,-7,-1,-9,5,4.7,11
COc1ccc(S(=O)(=O)N2CCOC23CCN(S(=O)(=O)c2ccc(Cl)cc2)CC3)cc1,6,4,-5,-5,4,-3,1,1.5,-5
O=C(Nc1ccccn1)C12CC3CC(CC(C3)C1)C2,1,5,2,3,3,0,2,-0.5,2
O=C(C1CCC(CNS(=O)(=O)c2cccs2)CC1)N1CCN(c2ccc(Cl)cc2)CC1 (centres undefined),6,7,-3,0,6,0,1,-1.2,5
Nc1nonc1-n1nnc(C(=O)N/N=C/c2ccc(Br)cc2)c1CSC1=NCCS1,1,-5,5,7,-5,5,-4,-1.3,13
COc1ccc(-n2ccnc2CN2CCCC(CO)(Cc3cccc(OC)c3)C2)cc1 (centres undefined),12,-3,-8,-13,-11,-1,-4,-0.8,-6
CCN1C(=O)CC(N2CCN(c3cccc(OC)c3)CC2)C1=O (centres undefined),-1,7,-3,-1,-2,2,3,1.8,-5
Cc1cc(C)nc(NC(=O)c2ccc(C)c([N+](=O)[O-])c2)n1,1,5,7,0,-9,3,0,-0.7,27
CCCCn1c(-c2ccc(C(C)(C)C)cc2)nc2cc3[nH]c(=O)c(C(C)C)nc3cc21,1,6,4,-1,-8,2,4,1.0,4
Cc1cc2ncn(S(=O)(=O)c3ccc(S(=O)(=O)N4CCCCCC4)cc3)c2cc1C,1,8,-4,-1,5,8,4,-0.2,5
CC(=O)N(Cc1ccccc1C)c1cccc(C)c1C,-1,6,8,-8,15,-10,-7,0.2,13

SMILES,CHRM4 agonist,CHRM5 antagonist,M5 PAM,CHRM4 antagonist,CHRM1 antagonist,CHRM1 PAM,CHRM5 agonist,CRFR2-BP ag,M4 PAM
O=C(CCN1CCCCC1)Nc1cccc(Cl)c1,1,-2,-1,0,4,-6,-3,-3.4,4
CSCCC(NC(=O)c1ccco1)C(=O)NCCc1ccc(F)cc1 (centres undefined),0,7,-5,5,4,7,3,4.5,6
CCCCOc1ccc(-c2nnn(CC(=O)NCc3ccco3)n2)cc1,0,2,1,1,-3,-8,2,-1.5,-1
CCOc1ccc(C(=S)N2CCCC2)c(OCC)c1,0,0,0,1,-5,4,1,0.2,2
CC(=O)N1c2ccccc2C(C)=CC1(C)C,2,10,-9,-1,-4,4,0,-1.2,-7
Cc1n[nH]c(C)c1CCOc1ccc(C(C)C)cc1,2,1,-10,-4,6,1,0,2.4,6
N#CC(C(=O)NCc1ccco1)c1nc2ccccc2nc1N1CCOCC1 (centres undefined),1,-4,-3,1,-3,2,-2,-2.2,-9
O=C(CCS(=O)(=O)c1ccccc1Cl)NC1CCCCCC1,1,6,-2,7,-3,6,-1,0.4,2
O=C(Cn1nnc2c(sc3nc4c(c(-c5ccccc5)c32)CCC4)c1=O)c1ccccc1,1,-6,6,-6,-1,1,1,2.6,0
COCCN1C(=O)C(O)=C(C(=O)c2cccs2)C1c1ccccc1 (centres undefined),1,-14,9,-12,-15,-6,1,1.2,5
Cc1cccc(NC2=NCC(=O)N2Cc2cccs2)c1,1,0,1,0,1,3,-2,-1.1,7

Assay outcomes: PubChem, several laboratories
